Assay outcomes from PubChem.
hcGAS inh: blocks human cGAS activity; Q8N884; recombinant h-cGAS, ATP depletion, Kinase-Glo luminescence; inhibition, % at 12.5 µM; actives 0.081% (n = 290,000); AID 1259398;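 note: 0% = vehicle reaction and 100% = reaction without DNA for no activity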
Target sequence (Q8N884 whole entry, looked up): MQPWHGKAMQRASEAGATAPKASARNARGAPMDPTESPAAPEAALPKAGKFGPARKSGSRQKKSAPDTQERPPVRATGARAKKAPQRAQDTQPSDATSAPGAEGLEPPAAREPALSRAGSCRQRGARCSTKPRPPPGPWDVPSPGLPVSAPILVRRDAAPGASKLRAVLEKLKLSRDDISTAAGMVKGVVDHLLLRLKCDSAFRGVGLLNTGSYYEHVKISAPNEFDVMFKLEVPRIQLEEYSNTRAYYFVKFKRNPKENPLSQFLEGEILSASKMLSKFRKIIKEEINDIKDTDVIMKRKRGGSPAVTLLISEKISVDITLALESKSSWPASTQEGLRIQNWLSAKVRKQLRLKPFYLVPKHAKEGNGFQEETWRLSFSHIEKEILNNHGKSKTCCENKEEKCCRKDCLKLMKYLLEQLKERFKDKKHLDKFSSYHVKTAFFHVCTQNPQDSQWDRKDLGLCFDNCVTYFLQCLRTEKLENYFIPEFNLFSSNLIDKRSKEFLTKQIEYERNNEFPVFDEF
mcGAS lum: blocks mouse cGAS activity | Q8C6L5 | recombinant cGAS, Kinase-Glo ATP depletion luminescence | inhibition, % at 12.5 µM | actives 0.15% (n = 160,000) | AID 1259399;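 note: 0% = negative control wells and 100% = reference inhibitor with no enzyme activity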
NPYLR7 ag: activates Aedes aegypti NPYLR7 receptor; HEK293T NPYLR7/Galpha15, GCaMP6s calcium fluorescence; activation, % at 10 µM; actives 0.15% (n = 270,000); in the data active = activation above about 40%;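 note: 0% = vehicle and 100% = reference agonist at the receptor; some compounds past the cut are filed as inactive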
Active calls of the source: *; . = not tested or not shown; & = joins results of further samples. Cut-off read from the data, not from the text of the source, unless noted: active = inhibition above about 40%; inactive = the rest.

| mol | hcGAS inh | mcGAS lum | NPYLR7 ag |
| --- | --- | --- | --- |
| CCNC(=O)C1CCN(C(=O)c2ccc(-n3cccc3)cc2C)CC1 | -3 | . | -21 |
| CC(C)S(=O)(=O)N1CCC(c2nc(-c3ccccc3Cl)no2)CC1 | 1 | -3 | -1 |
| CCN(Cc1ccccc1F)C(=O)[C@H](N)CC(C)C | 1 | -15 | 6 |
| Cc1ccc(OCCn2c(C)c(/C=N\n3cnnc3)c3ccccc32)cc1C | -1 | . | -1 |
| Cc1ccc(CC(=O)NCc2ccc(C(=O)N3CCCC3)cc2)s1 | 14 | . | -37 |
| COc1ccc(-c2nc(CN3CCCC3c3ccccn3)c(C)o2)cc1 (stereo not drawn) | -1 | . | -4 |
| COC(=NCc1ccc2c(c1)OCO2)NC(=O)c1ccc(Cl)c(Cl)c1 | 3 | -1 | 11 |
| Cc1ccc2[nH]c(=O)c(CN(C)CCCc3nccn3C)cc2c1 | -3 | . | 12 |
| O=C(CN1CCCC(Nc2ccc3c(c2)OCCO3)C1)Nc1nccs1 (stereo not drawn) | 4 | . | -4 |
| CC(C)N=c1scc(-c2ccc(F)cc2)n1N=Cc1ccc(O)cc1O | -1 | . | -4 |

Continuation:
| mol | hcGAS inh | mcGAS lum | NPYLR7 ag |
| --- | --- | --- | --- |
| O=C(c1ccco1)N1CCCC(OCc2ccc(F)cc2F)C1 (stereo not drawn) | -1 | -4 | -8 |
| Cc1cc(C(=O)NC2(C#N)CC2)ccc1NC(=O)CC(C)C | -6 | . | -2 |
| Cc1ccc(C)c2sc(N(CCCN3CCOCC3)C(=O)c3ccc(C#N)cc3)nc12 | -2 | -3 | -2 |
| CN(CCCC(=O)O)C(=O)c1ccc(OCC(F)(F)F)nc1 | 0 | -13 | -1 |
| CCc1nc2ccc(C(=O)NCCN3CCOCC3)cn2c1N(CC)Cc1ccc(OC)c(OC)c1 | -5 | -3 | 14 |
| O=S(=O)(NC(c1ccccc1)c1cccs1)c1ccc(F)c(F)c1 (stereo not drawn) | -2 | -20 | 2 |
| COC(=O)c1cc(N2C(=O)C3C4C=CC(C4=C(C)C)C3C2=O)ccc1Cl (stereo not drawn) | 0 | -5 | -2 |
| O=C(CCN1CCc2sccc2C1c1ccccc1)N1CCN(C(=O)COCc2ccccc2)CC1 (stereo not drawn) | 3 | 1 | 0 |
| O=C1NC(=S)C(=Cc2ccc(-c3nc4ccccc4s3)o2)S1 | 10 | . | 51 |
| Cc1ccc(C=CC(=O)OCC(=O)c2ccc(Cl)s2)o1 | -4 | -5 | 2 |

Later entries.
| mol | hcGAS inh | mcGAS lum | NPYLR7 ag |
| --- | --- | --- | --- |
| CCCn1c(CN2CCC(C)CC2)nc2c1c(=O)n(C)c(=O)n2C | -6 | -9 | 5 |
| COc1ccc(-n2nnc(C(=O)OCc3cccc(Cl)c3)c2C)cc1Cl | -6 | -11 | 0 |
| O=[N+]([O-])c1nn(-c2ccccc2)[n+]([O-])c1N1CCCCCC1 | -6 | . | -14 |
| CCC(C(=O)N(Cc1cc(NC(=O)c2cccs2)ccc1N(C)C)CC1CC1)c1ccccc1 (stereo not drawn) | -3 | -7 | 5 |
| Cc1ccccc1-n1c(C2CC2)n[nH]c1=S | -4 | . | -5 |
| CCN(CC)C(=O)c1cc(NC(=O)C(c2ccccc2)c2ccccc2)ccc1N1CCCC1 | -10 | -4 | -4 |
| CN(Cc1c(F)ccc(F)c1Cl)CC1CC(=O)N(C2CCCC2)C1 (stereo not drawn) | -5 | . | 3 |
| COCc1[nH]nc2c1C1(CCSCC1)C(C#N)C(=N)O2 (stereo not drawn) | -9 | . | -1 |
| CC(C)CCn1nc(C(=O)N2CCOCC2)c2c1CCN(Cc1ccc(Oc3ncccn3)cc1)C2 | -22 | -8 | 18 |
| CC1(C(=O)NS(=O)(=O)c2cccc(F)c2)CCN1C(=O)Cc1ccccc1 (stereo not drawn) | -9 | . | 4 |

Following part.
| mol | hcGAS inh | mcGAS lum | NPYLR7 ag |
| --- | --- | --- | --- |
| COC(=O)N1CC2=CC(C)(C)COc3ccc(OC)c(c32)C1 | 8 | -7 | 2 |
| CCC(NC(=O)Cc1c(C)n[nH]c1C)C1CC(O)C1 (stereo not drawn) | -13 | -7 | . |
| COc1ccc(C(C)=O)cc1COc1ccc(C#N)cc1 | -7 | -13 | 0 |
| Cc1[nH]n(-c2nc(-c3ccccc3)cs2)c(=O)c1N=Nc1ccc([N+](=O)[O-])cc1Cl | -3 | -7 | -10 |
| Cc1nc(C)c(C(=O)Nc2cc(-c3cccc(F)c3F)[nH]n2)o1 | -11 | . | 7 |
| COc1cn(CC(=O)NC(C)C)c(CN2CCN(C(C)=O)CC2)cc1=O | -5 | -5 | -3 |
| Cc1cccc(NC(=O)CSc2ncnc3c2oc2ccccc23)c1 | -5 | . | -8 |
| CC(c1ccccn1)N(C)Cc1cnc(N2CCOCC2)nc1 (stereo not drawn) | -5 | . | 4 |
| COCCCNC(=O)COc1c(Cl)cc(C(=O)O)cc1Cl | -4 | -11 | -1 |
| COC(=O)c1ccc(-c2noc(CN(C)C(C)c3nc(C)sc3C)n2)cc1 (stereo not drawn) | -6 | . | 9 |

Following part.
| mol | hcGAS inh | mcGAS lum | NPYLR7 ag |
| --- | --- | --- | --- |
| COc1ccccc1Oc1cc(C(F)(F)F)nc(SCc2cccc(Cl)c2)n1 | 4 | . | 3 |
| Cc1cc(C)cc(-c2nc3ccccn3c2NC(=O)C(C)(C)C)c1 | -4 | -2 | -6 |
| Cc1ccc(NC(=O)CSc2nc3c([nH]c4ccccc43)c(=O)n2C)c(C)c1 | -6 | -7 | 2 |
| CCN(Cc1ccc(Br)s1)C(=O)CSc1nnc(C2CC2)n1C1CC1 | -12 | -8 | 4 |
| Cc1cc(C)cc(-n2c(C)cn3c4c(=O)[nH]c(=O)n(C)c4nc23)c1 | -8 | -2 | -4 |
| O=C1C(Nc2ccc(Br)cc2)=C(N2CCOCC2)C(=O)c2ccccc21 | -12 | . | 2 |
| CCCCCCc1ccc(C(=O)NC(C)c2nnc(SCc3ccc(F)cc3)n2-c2cc(Cl)ccc2C)cc1 (stereo not drawn) | -9 | -5 | 14 |
| CCC(NC(=O)c1cc2n(n1)CCN(C(C)=O)C2)c1nc(C)c(C)s1 (stereo not drawn) | -2 | -12 | -1 |
| Cc1ccc(N(CCCCN2C(=O)c3ccccc3C2=O)C(=O)c2ccco2)cc1 | -6 | -5 | 1 |
| COc1cc(-c2coc3cc(O[C@@H]4O[C@H](CO)[C@@H](O)[C@H](O)[C@H]4O)c(OC)c(O)c3c2=O)cc(O)c1OC | -7 | -5 | . |

Molecules above containing bromine:
| mol | hcGAS inh | mcGAS lum | NPYLR7 ag |
| --- | --- | --- | --- |
| CCN(Cc1ccc(Br)s1)C(=O)CSc1nnc(C2CC2)n1C1CC1 | -12 | -8 | 4 |
| O=C1C(Nc2ccc(Br)cc2)=C(N2CCOCC2)C(=O)c2ccccc21 | -12 | . | 2 |

Further compounds follow.
| mol | hcGAS inh | mcGAS lum | NPYLR7 ag |
| --- | --- | --- | --- |
| Cc1ccc(S(=O)(=O)Nc2cccc3ccc[n+](C)c23)cc1 | 1 | -1 | 1 |
| O=C(NCC1(O)CCNC1)C1CCN(C(=O)c2ccccn2)CC1 (stereo not drawn) | -4 | . | 4 |
| Cc1cc(C)n2c(c1)cc(=O)c1ccccc12 | -11 | . | 7 |
| COc1ccccc1C(=O)N(Cc1ccco1)Cc1c(-c2ccccc2)noc1N1CCCCC1 | -7 | -7 | 10 |
| Nc1ccc2c(c1)NC(=O)CS2 | -12 | -9 | -3 |
| CN(C)CCN(Cc1ccc(Cl)cc1)C(=O)/C=C/c1cnn(C)c1 | -7 | . | 12 |
| CC(Oc1cccc(Cl)c1)C(=O)N1CCOC(COCc2ccc(F)cc2Cl)C1 (stereo not drawn) | 1 | . | 0 |
| COc1cccc(OCc2ccccc2)c1C(=O)NCCc1ccccc1F | -4 | -2 | -6 |
| COCCOC(=NCCN1CCOCC1)NC(=O)c1ccc(Cl)c(Cl)c1 | -10 | -6 | -7 |
| c1csc(-c2nc3ncccn3c2NC2CCCC2)c1 | -8 | . | 9 |

Following part:
| mol | hcGAS inh | mcGAS lum | NPYLR7 ag |
| --- | --- | --- | --- |
| Cc1cc(C)n(-c2cccc(CN(C)C(=O)c3cn(CC4CCCO4)nn3)c2)n1 (stereo not drawn) | -8 | . | 7 |
| CCCc1nn(-c2ccc(Cl)c(Cl)c2)c(CC)c1C(=O)NCc1ccncc1 | -8 | -4 | 19 |
| Cc1ccc(S(=O)(=O)Nc2nc3ccccc3nc2NCCCOC(C)C)c(C)c1 | -1 | -4 | -12 |
| COc1ccc(C(=O)N2CCC(n3cnc4ccc(F)cc43)CC2)cc1 | -5 | -4 | . |
| O=C(CC12CC3CC(CC(C3)C1)C2)NNS(=O)(=O)c1cc(F)ccc1F | -13 | . | 5 |
| COc1cc(OC)cc(C(=O)Nc2cc(=O)n(C)c(=O)n2C)c1 | -26 | -7 | 11 |
| CCc1nc2ccc(C(=O)NCC3CCCCC3)cn2c1N(C)CC | -4 | -3 | 3 |
| Cc1c(C(=O)O)nn(C(C)(C)C)c1Oc1ccc([N+](=O)[O-])cc1F | -6 | . | 15 |
| CCn1c(C2CCCNC2)nn(Cc2cc(OC)ccn2)c1=O (stereo not drawn) | -2&-1 | . | 12&-3 |
| Cc1ccc(-c2csc(NC(=O)CSCc3c(C)noc3C)n2)cc1 | -9 | . | 4 |

Profiles, looked up by structure. Screens in order: hcGAS inh	mcGAS lum	NPYLR7 ag
Entry for `COc1ccc(C(C)=O)cc1COc1ccc(C#N)cc1` → -7	-13	0
Entry for `Cc1nc(C)c(C(=O)Nc2cc(-c3cccc(F)c3F)[nH]n2)o1` → -11	.	7
Entry for `O=S(=O)(NC(c1ccccc1)c1cccs1)c1ccc(F)c(F)c1` (stereo not drawn) → -2	-20	2

Following part:
| mol | hcGAS inh | mcGAS lum | NPYLR7 ag |
| --- | --- | --- | --- |
| CC(=O)Nc1ccc(N2C(=O)CC3CS(=O)(=O)CC32)cc1Cl (stereo not drawn) | -1 | . | 6 |
| Cc1cc(C)cc(C(=O)NCCn2cc(SCC(=O)N3CCOCC3)c3ccccc32)c1 | 0 | . | -1 |
| CCOC(=O)C(c1ccc(OC)c(OC)c1)C1C=CC(NC(=O)c2sccc2Cl)C1 (stereo not drawn) | -1 | -3 | 0 |
| O=S(=O)(NCCc1cccc(Cl)c1)N1CCCCCC1 | 5 | 0 | -1 |
| CC(C)c1nnc2sc(C3CCOC(C)(C)C3)nn12 (stereo not drawn) | 0 | . | -2 |
| Cc1ccccc1C(CC(=O)NCc1ccncc1)c1ccccc1 (stereo not drawn) | -5 | . | 4 |
| CS(=O)(=O)CCNc1ccnc2ccc(Br)cc12 | -2&-7 | -12 | -24&-4 |
| CCOC(=O)c1nc2cc(Cl)c(Cl)cc2nc1N1CCCN(C(=O)c2ccc(F)cc2C(F)(F)F)CC1 | -6 | -6 | . |
| O=S(=O)(c1cccc2c(I)cccc12)N1CCCNCC1 | 3 | 6 | 2 |
| CC(=O)N1CCN(c2nc(C3CCOCC3)nc3c2c(C)nn3-c2ccccc2)CC1 | -7 | -5 | . |

Part of the list above, with each value named.
Cc1cc(C)cc(C(=O)NCCn2cc(SCC(=O)N3CCOCC3)c3ccccc32)c1
  hcGAS inh: 0
  mcGAS lum: .
  NPYLR7 ag: -1
CC(=O)N1CCN(c2nc(C3CCOCC3)nc3c2c(C)nn3-c2ccccc2)CC1
  hcGAS inh: -7
  mcGAS lum: -5
  NPYLR7 ag: .
CC(=O)Nc1ccc(N2C(=O)CC3CS(=O)(=O)CC32)cc1Cl (stereo not drawn)
  hcGAS inh: -1
  mcGAS lum: .
  NPYLR7 ag: 6
CCOC(=O)c1nc2cc(Cl)c(Cl)cc2nc1N1CCCN(C(=O)c2ccc(F)cc2C(F)(F)F)CC1
  hcGAS inh: -6
  mcGAS lum: -6
  NPYLR7 ag: .

The listing continues.
| mol | hcGAS inh | mcGAS lum | NPYLR7 ag |
| --- | --- | --- | --- |
| Cc1cc(C)c2c(CCCC(=O)O)c(-c3ccccn3)[nH]c2c1 | 6 | -5 | -7 |
| Cc1csc(C(C)NC(=O)Nc2cccc(C(F)F)c2)n1 (stereo not drawn) | -7 | . | 4 |
| Cc1nnnn1-c1cccc(NCC(=O)Nc2ccccc2F)c1 | -6 | -14 | -1 |
| CN(CC(=O)NCCc1ccccc1)S(=O)(=O)Cc1ccc(C#N)cc1 | 16 | . | -2 |
| C#CC(C)(CC)OCC(O)CN1C(C)(C)CC(O)CC1(C)C (stereo not drawn) | -3 | -8 | -2 |
| CCOC(=O)C1=C(C)NC(C)=C(C(=O)OCC)C1c1cc(Cl)cc(Cl)c1OC | 4 | 1 | 8 |

Random draw from the library; 0.29% or so of the library scored in one or more.
